NTR1 ag = agonists of NTR1, primary screen, imaging, U2OS cells, beta-arrestin-GFP, high content (AID 493036). P30989. NTR1-U2OS beta-arrestin-GFP spot imaging, agonist mode. activation, % at 20 µM. actives 0.17% (n = 330,000);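 active = activation at or above 40% of the spot to cytoplasm intensity ratio, with at least 20 cells analyzed; inconclusive = wells under 20 cells, flagged as cytotoxic or low count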;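 also: 0% = DMSO without peptide and 100% = 100 nM NTR1 peptide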
Target sequence (P30989 whole entry, looked up): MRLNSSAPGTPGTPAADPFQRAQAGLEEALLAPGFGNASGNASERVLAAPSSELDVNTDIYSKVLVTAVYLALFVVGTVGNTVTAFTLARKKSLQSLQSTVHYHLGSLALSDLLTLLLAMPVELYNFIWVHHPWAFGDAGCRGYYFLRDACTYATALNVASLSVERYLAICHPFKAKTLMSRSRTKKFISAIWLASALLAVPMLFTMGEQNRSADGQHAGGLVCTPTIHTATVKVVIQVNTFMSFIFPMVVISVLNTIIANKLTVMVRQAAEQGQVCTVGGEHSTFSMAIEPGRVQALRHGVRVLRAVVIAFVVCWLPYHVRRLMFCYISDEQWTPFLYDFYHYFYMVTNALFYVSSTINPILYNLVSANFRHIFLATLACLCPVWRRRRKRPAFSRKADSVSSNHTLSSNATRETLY
GPR35 arrestin U2OS = GPR35 antagonists blocking zaprinast-driven arrestin recruitment, primary screen, imaging, U2OS, beta-arrestin-GFP, zaprinast agonist (AID 2058); U2OS GPR35 beta-arrestin-GFP translocation imaging, zaprinast antagonism; higher % means a stronger effect; inhibition, % at 10 µM; hits with a dose series show IC50 in µM; actives 0.052% (n = 290,000);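 active = inhibition of at least 50% with at least 30 cells and total cytoplasm GFP at most 10,000,000; inconclusive = under 30 cells or total GFP of 10,000,000 plus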
Autophagy mod = modulators of autophagy; calls only at 10 µM (by protocol); MEF GFP-LC3 puncta imaging; test concentration mostly 10 µM; AID 463193; actives 0.98% (n = 190,000);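 active = percentage of spot-positive cells more than 3 SD above its plate mean, without a fluorescence outlier flag or 80% toxicity; inconclusive = no clear call, values can overlap the other calls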;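 also: spot-positive cell cutoff set from DMSO-treated cells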
RSV antiviral HEp-2 = inhibition of RSV-induced cytopathic effect – HEp-2 cells, primary 10 µM value included (AID 2391); actives 0.13% (n = 310,000); HEp-2 cells, RSV-induced CPE inhibition; higher % means a stronger effect; CPE inhibition, % at 10 µM, or IC50 in µM where a hit was titrated; in the data active = a potency from the dose series; inconclusive = CPE inhibition mostly from about 23% at the one dose, without a potency; inactive = the rest, 99 in 100 with CPE inhibition below about 21%; also: strong numbers were not always called active
AID2073 = disruptors of CaV2.2 binding to Mint1 – biochemical, HTRF (AID 2073); HTRF protein-protein interaction, Mint1-CaV2.2; higher % means a stronger effect; inhibition, % at 20 µM, or IC50 in µM where a hit was titrated; actives 0.19% (n = 290,000); in the data active = inhibition mostly above about 51%, no sharp cut-off; inconclusive = no clear call, values can overlap the other calls; inactive = mostly below about 53%; also: some results filed as inactive read as strong as hits
UTI89 phage lysis = inhibition of K1F phage lysis, E. coli UTI89, bacterial capsule biogenesis inhibitors, alamar blue (AID 488966). inhibition, % at 100 µM; hits with a dose series show IC50 in µM. actives 0.02% (n = 340,000). E. coli UTI89 K1F phage lysis, alamar blue, 2 h; higher % means a stronger effect;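 active = phage lysis inhibition, versus mean bacterial control, above a set limit; inconclusive = no clear call, values can overlap the other calls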;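 also: capsule biogenesis inhibitors block K1F phage lysis so surviving cells raise fluorescence; higher fluorescence means more inhibition of phage lysis; actives were called in the ten point dose series up to 300 µM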
NS5 inhibitors = Dengue-2 NS5 methyltransferase inhibitors, primary screen, biochemical, confirmation dose response (AID 588689); inhibition, % at 25 µM, or IC50 in µM where a hit was titrated; actives 0.3% (n = 340,000); Dengue-2 NS5 methyltransferase capping enzyme assay, biochemical; higher % means a stronger effect; in the data active = a potency from the dose series; inconclusive = inhibition above about 29% without an active follow-up result
LYP inhibition = inhibitors of LYP phosphatase, biochemical, fluorescence intensity, uHTS (AID 1779). recombinant LYP phosphatase, fluorescence intensity; higher % means a stronger effect. one-dose inhibition, % at 11.5 µM; IC50 in µM for titrated hits. actives 0.054% (n = 290,000); in the data active = inhibition above about 50%;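 also: plate controls were vehicle with enzyme for no effect and no enzyme for full effect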
WT yeast gro inh = growth inhibition of WT yeast, mitochondrial fusion screen; actives 2.1% (n = 190,000); AID 1362; mitochondrial fusion phenotypic screen, WT strain; inhibition, % at 10 µM; in the data active = inhibition above about 58%; tested in S. cerevisiae
WT yeast gro inh mutant strain = also measured in WT yeast gro inh; calls as there; inhibition, %; mitochondrial fusion phenotypic screen, mutant strain inhibition
Autophagy mod cell loss 18 h = recorded beside Autophagy mod, whose call it bears; toxicity, %; measured here: cell loss, nuclei count;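 cell loss after 18 h compound exposure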
NTR1 ag cell count 20 µM = second read-out of NTR1 ag, no call of its own (marks repeat the call); cell count; measured here: cell count, cytotoxicity flag
NS5 inhibitors pilot replicate = recorded beside NS5 inhibitors, whose call it bears; inhibition, %; measured here: pilot screen replicate inhibition
An asterisk follows results filed as active; i = inactive; u = inconclusive; x = no result given; & = joins results of further samples; [ ] = dose if it differs, or a comment.

The first two records as a preview:
SMILES	NTR1 ag	NTR1 ag cell count 20 µM	GPR35 arrestin U2OS	Autophagy mod	Autophagy mod cell loss 18 h	RSV antiviral HEp-2	AID2073	UTI89 phage lysis	NS5 inhibitors	LYP inhibition	WT yeast gro inh	WT yeast gro inh mutant strain	others
Cc1ccc(C2(c3noc(CN4CCC(C(=O)N5CCOCC5)CC4)n3)CCCC2)cc1	1.3	51	-4%	i	7	0.8%	0%	0.0%	-7%	-3%	-7	-12
CCOc1ccc2nc(COC(=O)c3ccco3)c(C(C)=O)[n+]([O-])c2c1	-0.3	52	6%	i	2	1.6%	24%	0.7%	x	-6%	7	16

Results, repeating the preview:
SMILES	NTR1 ag	NTR1 ag cell count 20 µM	GPR35 arrestin U2OS	Autophagy mod	Autophagy mod cell loss 18 h	RSV antiviral HEp-2	AID2073	UTI89 phage lysis	NS5 inhibitors	LYP inhibition	WT yeast gro inh	WT yeast gro inh mutant strain	others
Cc1ccc(C2(c3noc(CN4CCC(C(=O)N5CCOCC5)CC4)n3)CCCC2)cc1	1.3	51	-4%	i	7	0.8%	0%	0.0%	-7%	-3%	-7	-12
CCOc1ccc2nc(COC(=O)c3ccco3)c(C(C)=O)[n+]([O-])c2c1	-0.3	52	6%	i	2	1.6%	24%	0.7%	x	-6%	7	16
CCC(C)[C@H](NC(=O)N1CCn2c1nc1ccccc12)C(=O)NCc1ccc(OC)cc1 (some centres undefined)	1.1	45	-5%	x	x	17%	10%	-0.1%	-1%	-10%	x	x
COc1cc(/C=C(\C#N)c2nc(-c3cc4ccccc4oc3=O)cs2)ccc1O	17	70	22%	i	2	4.8%	23%	2.4%	8%	2%	-12	-31
CC(Oc1ccc2ccc(=O)oc2c1)C(=O)NC1CCN(Cc2ccccc2)CC1 (centres undefined)	0.6	59	-1%	x	x	-1.5%	20%	0.4%	-2%	-11%	x	x
COc1ccc(CNCCC2(C(C)C)CCOC(C)(C)C2)cc1 (centres undefined)	1.0	55	-8%	x	x	0.2%	2%	0.7%	-7%	-6%	x	x
CCOc1ccccc1NC(=O)C(Sc1nnnn1C)c1ccccc1 (centres undefined)	0.2	41	-3%	i	27	0.9%	6%	0.2%	-9%	-2%	3	1
COc1ccc(OCC(=O)OCC(=O)N2C(C)CCCC2C)cc1 (centres undefined)	0.2	45	x	x	x	2.0%	x	1.5%[50 µM]	0%	x	x	x
O=C(c1ccco1)n1nc(-c2ccccc2)nc1SCc1ccccc1	-5.0	94	14%	i	-12	1.8%	13%	2.3%	1%	7%	29	4
O=S(=O)(c1ccc(Br)s1)N1CCN(c2ccnc3cc(Cl)ccc23)CC1	1.2	52	-15%	x	x	11%	12%	x	x	4%	x	x
CN(C)NC1CCS(=O)(=O)C1 (centres undefined)	-0.6	52	-12%	i	22	1.7%	-1%	1.2%	-7%	2%	9	17
O=C(CN1CCN(Cc2ccc(F)cc2Cl)C1=O)NCCc1ccccc1	-2.2	84	4%	i	-2	2.4%	0%	-0.8%	-2%	4%	25	13
S=C(NCc1ccc(Cl)cc1)Nc1ccncc1	7.6	53	5%	x	x	-0.1%	-11%	4.0%[50 µM]	-5%	-5%	x	x
CCOC(=O)Cn1c(N2CCCCCC2)nc2c1c(=O)[nH]c(=O)n2C	0.7	50	-16%	i	8	0.2%	-2%	0.6%	-1%	-4%	3	-2
CC1CN(S(=O)(=O)c2cccc(C(=O)NCCCn3ccnc3)c2)CC(C)O1 (centres undefined)	-4.1	83	-5%	i	-17	0.8%	-1%	3.1%	-2%	-5%	4	-10

Four structures already listed, sorted by count of non-hydrogen atoms, smallest number first.
SMILES	NTR1 ag	NTR1 ag cell count 20 µM	GPR35 arrestin U2OS	Autophagy mod	Autophagy mod cell loss 18 h	RSV antiviral HEp-2	AID2073	UTI89 phage lysis	NS5 inhibitors	LYP inhibition	WT yeast gro inh	WT yeast gro inh mutant strain	others
O=C(CN1CCN(Cc2ccc(F)cc2Cl)C1=O)NCCc1ccccc1	-2.2	84	4%	i	-2	2.4%	0%	-0.8%	-2%	4%	25	13
CC1CN(S(=O)(=O)c2cccc(C(=O)NCCCn3ccnc3)c2)CC(C)O1 (centres undefined)	-4.1	83	-5%	i	-17	0.8%	-1%	3.1%	-2%	-5%	4	-10
COc1cc(/C=C(\C#N)c2nc(-c3cc4ccccc4oc3=O)cs2)ccc1O	17	70	22%	i	2	4.8%	23%	2.4%	8%	2%	-12	-31
CCC(C)[C@H](NC(=O)N1CCn2c1nc1ccccc12)C(=O)NCc1ccc(OC)cc1 (some centres undefined)	1.1	45	-5%	x	x	17%	10%	-0.1%	-1%	-10%	x	x

Additional compounds follow:
SMILES	NTR1 ag	NTR1 ag cell count 20 µM	GPR35 arrestin U2OS	Autophagy mod	Autophagy mod cell loss 18 h	RSV antiviral HEp-2	AID2073	UTI89 phage lysis	NS5 inhibitors	LYP inhibition	WT yeast gro inh	WT yeast gro inh mutant strain	others
Cc1ccc(-c2ccc(=O)n(CCC(=O)NCc3ccccn3)n2)cc1	0.5	54	6%	i	-3	3.7%	-3%	-0.4%	-3%	0%	-6	1
CC(C)(C)c1ccc(-c2nnc(SCC(=O)NC3CC3)o2)cc1	-2.2	58	x	x	x	-1.1%	x	2.4%	-7%	x	x	x
Cc1cc(C)n2nc(CC(=O)NNC(=O)COc3cccc(C)c3C)nc2n1	1.3	65	-3%	x	x	0.9%	4%	0.2%	2%	-5%	x	x
Cc1ccc2nc(NC(=O)CSc3nc(=O)n(CCN(C)C)c4c3CCCC4)sc2c1	4.8	60	x	x	x	-2.4%	x	0.7%[50 µM]	-8%	x	x	x
N#Cc1ccc(C(=O)CSc2nnc(-c3ccc(C(F)(F)F)cn3)s2)cc1	0.7	55	3%	x	x	x	10%	-0.5%	-2%	-7%	x	x
COc1ccccc1NS(=O)(=O)c1cc(NC(=O)c2sccc2C)ccc1N1CCCC1	-0.7	84	-18%	i	16	8.1%	24%	-0.1%	103%	1%	16	9
COc1ccc2ccccc2c1CN1CCN(C(=O)c2ccccc2)CC1	-0.3	72	22%	i	26	12%	12%	0.9%	8%	-8%	0	5
O=C(Nc1cc(Sc2nc3ccccc3s2)cc([N+](=O)[O-])c1)c1cccc(F)c1F	5.1	45	10%	i	46	12%	7%	1.7%	-4%	7%	22	0
COc1ccc(CNC(=O)C(c2ccncc2)N(C(=O)Cc2cccs2)c2cccnc2)cc1 (centres undefined)	0.7	67	1%	x	x	0.6%	5%	0.0%	-4%	-5%	x	x
Cc1cc(C)c(NC(=O)CS(=O)CC(=O)NCC2CCCO2)c(C)c1 (centres undefined)	-0.8	72	0%	i	-2	0.7%	-4%	0.2%	0%	-13%	-11	1
COc1ccc(N(CC(=O)N2c3ccccc3CC2C)S(=O)(=O)c2c(C)noc2C)cc1 (centres undefined)	-1.5	68	1%	i	7	19%	5%	0.1%	-4%	1%	22	-3
CC12CCC(=O)C=C1CCC1C2C(=O)CC2(C)C1CCC2(O)C(=O)CO (centres undefined)	3.5	58	6%	x	x	3.2%	-7%	-1.5%	-3%	-9%	x	x
O=C(CCCC(=O)N(CC(=O)NC1CCCCC1)c1cccc(F)c1)Nc1ccccn1	-0.4	67	-1%	x	x	1.0%	10%	0.6%	3%	-5%	x	x
O=C(Nc1nc(-c2ccccn2)cs1)c1ccc2c(c1)OCCO2	-0.3	53	-5%	i	-7	1.4%	1%	-1.1%	-1%	-4%	69*	65*
C/C(N)=C(/C#N)C(=O)CSc1n[nH]c(-c2ccccc2Br)n1	-1.0	85	14%	i	-29	1.8%	-14%	0.1%&0.4%	-2%&1%	-10%	1	-3
Brc1ccc(N=C(c2ccccc2)c2ccncc2)cc1	0.0	76	-1%	i	-7	1.6%	1%	2.8%[50 µM]	-6%	2%	-4	-6
CC(C)(C)NC(=O)C(c1ccc(O)cc1)N(C(=O)Cn1nnc(-c2ccc(F)cc2)n1)c1ccccc1F (centres undefined)	3.1	37	-11%	i	-13	5.0%	8%	0.4%	-8%	10%	22	-13
CCOC(=O)C1CCN(C(c2cc3ccc(C)cc3[nH]c2=O)c2nnnn2C2CCCCC2)CC1 (centres undefined)	5.4	71	17%	i	6	1.3%	-10%	6.0%	-6%	-4%	4	23
O=C(NCCOc1ccccc1Cl)C(=O)NCCOc1ccccc1Cl	0.2	58	-1%	i	10	3.6%	5%	0.6%	1%	-5%	-12	10
O=C(CSc1nc(O)c(Cc2ccccc2)c(=O)[nH]1)Nc1ccccc1	-0.5	65	15%	i	0	1.1%	-3%	3.7%	-3%	-5%	0	-25
O=C(CN1C(=O)NC2(CCCCCC2)C1=O)N1CCN(c2ccc(F)cc2)CC1	-1.7	82	x	x	x	1.5%	x	1.3%[50 µM]	-2%	x	x	x
Cc1ccc([N+](=O)[O-])cc1NC(=S)NC(=O)CC(C)(C)C	2.2	84	7%	i	-5	0.8%	-7%	-1.5%	-5%	-4%	68*	38*
CN=C1SC(CC(=O)Nc2cc(Cl)ccc2Cl)C(=O)N1C (centres undefined)	0.6	71	4%	i	27	-0.1%	-4%	0.1%	3%	-12%	3	23	NS5 inhibitors pilot replicate=0.3
Cc1nonc1NC(=O)CSc1ccc(-c2ccccc2)nn1	-0.2	63	-4%	i	-4	0.3%	-7%	-0.9%	-13%	-4%	-13	-3
O=C(CC1Sc2ccccc2NC1=O)OCc1cc(=O)oc2cc(O)ccc12 (centres undefined)	4.9	54	-6%	i	-6	1.4%	24%	1.3%[50 µM]	1%	-4%	-6	-11
CCN1CCN(c2ccc(NC(=O)COc3ccccc3Cl)cc2)CC1	4.4	68	6%	i	-6	0.1%	-10%	0.2%	-1%	0%	-1	12
CSc1ccccc1OCc1cc(C(=O)N2CCC(c3ccncc3)CC2)no1	0.8	69	-9%	x	x	1.4%	4%	0.1%	-6%	-4%	x	x
O=C(/C=C\Nc1ccc(S(=O)(=O)Nc2ncccn2)cc1)c1cccc2ccccc12	0.6	56	-6%	x	x	-1.7%	17%	0.6%[50 µM]	u	-10%	x	x
Brc1ccccc1-n1nnc(-c2nccs2)n1	-2.3	72	2%	i	15	2.4%	7%	0.3%	-5%	-5%	10	1
Cc1nn(CC(=O)Nc2ccc(S(=O)(=O)N(C)C)cc2)c(C)c1[N+](=O)[O-]	0.0	54	4%	i	1	2.7%	-3%	2.7%	-6%	-6%	-8	3
N#Cc1c(-c2ccccc2)nc(SCc2cccc(C(F)(F)F)c2)[nH]c1=O	2.6	82	1%	x	x	0.9%	13%	-0.3%	43µM*	-1%	x	x

Compound activity (PubChem BioAssay)
